NPSR antag – blocks cAMP signaling of the human neuropeptide S receptor; Potency, µM (highest dose often 38.3 µM), without a hit: at the highest dose activity change, negative = inhibition, actives largely listed as inhibitors; Q6W5P4; AID 1461; CHO-NPSR cells, cAMP TR-FRET, antagonist mode; 220,000 compounds, 1% hits; note: potency is the fitted concentration of half-maximal effect; % is set by controls: 0 for no effect and ±100 for the full control effect; nearly all actives have a fitted effect of over 50% in size; many of its hits are not listed in these tables
Target sequence (Q6W5P4 whole entry, looked up): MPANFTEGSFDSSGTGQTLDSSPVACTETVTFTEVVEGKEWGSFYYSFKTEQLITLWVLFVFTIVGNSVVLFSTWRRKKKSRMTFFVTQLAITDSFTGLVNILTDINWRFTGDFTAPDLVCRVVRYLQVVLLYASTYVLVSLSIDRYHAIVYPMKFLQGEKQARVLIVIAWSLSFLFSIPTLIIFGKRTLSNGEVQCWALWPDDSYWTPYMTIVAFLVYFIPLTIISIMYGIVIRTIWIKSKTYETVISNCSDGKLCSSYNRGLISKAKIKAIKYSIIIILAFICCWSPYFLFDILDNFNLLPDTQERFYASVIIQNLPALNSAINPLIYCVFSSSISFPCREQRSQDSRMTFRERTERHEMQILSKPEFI
Luc counter – Kinase-Glo luciferase inhibition (counter-screen); AID 1379; Potency, µM (series often up to 38.3 µM), without a hit: at the highest dose activity change, negative = inhibition, most hits filed as inhibitors; Kinase-Glo luciferase, ATP luminescence, 8 min; 200,000 compounds, 0.28% hits; note: potency is the fitted concentration of half-maximal effect; % is set by controls: 0 for no effect and ±100 for the full control effect; nearly all actives have a fitted effect of over 60% in size
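Compounds were added to a substrate mix at pH 7.2 (50 mM imidazole, 10 uM ATP, within the enzyme's linear range), followed by Kinase-Glo detection reagent; luminescence was measured after 8 minutes at ambient temperature.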
L3MBTL1 inh – inhibitors of human L3MBTL1; 230,000 compounds, 0.66% hits; Q9Y468; AID 485360; AlphaScreen L3MBTL1–H3K9me1 peptide binding; Potency, µM (titrated, usually from 57.1 µM), inactives show at the top dose activity, negative = inhibition, hits mostly inhibitors; note: potency is the fitted concentration of half-maximal effect; % is set by controls: 0 for no effect and ±100 for the full control effect; nearly all actives have a fitted effect of over 60% in size
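First, the protein-peptide complex forms for 30 min at room temperature (L3MBTL1 50 nM, biotinylated H3K9me1 peptide 75 nM). Next, compounds are pin-transferred and incubated 30 min. Finally, AlphaScreen beads are added and read after 30 min.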
CBFb RUNX1 block – inhibitors of human CBF-beta and RUNX1 interaction | 230,000 tested, under 10 active | Q01196+Q13951 | AlphaScreen CBFb-His/RUNX1-biotin binding, biochemical | Potency, µM (titrated, usually from 59.8 µM), without a hit: top-dose activity, negative = inhibition, actives largely listed as inhibitors; note: % of control where 0% means no effect
Target sequence (Q01196 whole entry, looked up): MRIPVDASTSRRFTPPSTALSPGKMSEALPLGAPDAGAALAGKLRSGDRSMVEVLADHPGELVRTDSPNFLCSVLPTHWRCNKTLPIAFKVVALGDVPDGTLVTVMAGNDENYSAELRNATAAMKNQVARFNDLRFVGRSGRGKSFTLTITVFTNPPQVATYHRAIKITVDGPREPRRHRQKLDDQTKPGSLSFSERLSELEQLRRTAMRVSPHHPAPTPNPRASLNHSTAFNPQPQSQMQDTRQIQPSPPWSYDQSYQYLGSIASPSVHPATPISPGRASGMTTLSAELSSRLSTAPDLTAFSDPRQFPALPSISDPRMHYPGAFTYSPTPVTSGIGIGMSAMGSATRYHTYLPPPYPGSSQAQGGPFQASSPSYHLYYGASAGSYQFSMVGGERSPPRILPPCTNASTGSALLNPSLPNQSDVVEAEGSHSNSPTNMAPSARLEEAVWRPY
Target sequence (Q13951 whole entry, looked up): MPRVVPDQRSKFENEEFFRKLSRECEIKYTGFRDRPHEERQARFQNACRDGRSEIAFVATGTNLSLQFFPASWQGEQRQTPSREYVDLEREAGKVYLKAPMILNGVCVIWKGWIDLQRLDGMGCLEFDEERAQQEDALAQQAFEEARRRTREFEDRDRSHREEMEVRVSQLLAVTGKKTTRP
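Bead-based AlphaScreen assay; binding partners His-tagged CBF-beta and biotinylated RUNX1 at 30 nM each. Compound exposure 15 min after a 20-min protein preincubation; bead step 90 min; all steps at room temperature.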
IMPase Li cell – membrane-permeable IMPase blocker, potentiated with lithium. CHO-M1 cells, IP1 TR-FRET (IP-One), carbachol + lithium. Potency, µM (doses to about 59.4 µM), without a hit: at the highest dose activity, negative = IMPase inhibition, hits mostly inhibitors. 210,000 compounds, 0.35% hits. AID 1457;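 note: IP1 builds up when IMPase is blocked and the TR-FRET signal falls; potency is the fitted concentration of half-maximal effect; plate controls were basal vehicle for no effect and high inhibitor control for full effect; nearly all actives have a fitted effect of over 50% in size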
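CHO cells stably expressing M1 receptor (2000/well, cultured 16–30 h) treated 30 min at 37C with compound plus low lithium. Cytosolic IP1 by TR-FRET (665/620 ratio and 620 channel) after 10 min lysis; AC50 by Hill fit.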
Epigenetic derep – derepresses silenced GFP reporter in murine cells | murine LDR cells, GFP reporter derepression, 30 h | Potency, µM (top dose mostly 53.9 µM), for the others: at the top dose GFP activation, hits mostly activators | 280,000 compounds, 0.2% hits; note: potency is the fitted concentration of half-maximal effect; % of control where 0% means no effect; nearly all actives have a fitted effect of over 60% in size
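Reporter derepression read as number of fluorescent GFP-positive objects, 20-120 um in size, counted by laser-scanning cytometer. Mouse LDR line with an epigenetically silenced CMV-GFP locus; compound incubation 30 h, 37 C.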
HTT aggregate – mutant huntingtin aggregation inhibition; 220,000 compounds, 1.1% hits; Potency, µM (doses to about 46.1 µM), without a hit: at the top dose activity change, negative = inhibition, hits mostly inhibitors; AID 1688; PC12 HttQ103-GFP aggregates, Acumen cytometry, 40 h; note: potency is the fitted concentration of half-maximal effect; % is set by controls: 0 for no effect and ±100 for the full control effect; nearly all actives have a fitted effect of over 60% in size
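Steps: seed 1500 PC12 HTTQ103-GFP cells/well; add tebufenozide, 100 nM final; add compound titration; add ATPLite reagent; quantify GFP aggregates by laser scanning cytometry.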
An asterisk follows results filed as active; [ ] = another dose, or the depositor's remark. Calls come from the whole dose curve; as a rule, active = well fitted curve in the direction sought with a large enough effect; inconclusive = small, poorly fitted or top-dose-only effect, or another doubt; inactive = no such curve, though single readings can be large; an effect the other way counts as inactive or inconclusive. The list is partial; the hit share may differ from the screen's.

For CCOC(=O)c1nnn(-c2nonc2N)c1-c1ccccc1Cl the results were NPSR antag -4.9%, Luc counter -3.6%, L3MBTL1 inh -15.5%, CBFb RUNX1 block -3.7%, IMPase Li cell 8.2%, Epigenetic derep -0.1% and HTT aggregate -16.1%.
COc1cccc(OC(=O)N2CCOCC2)c1 was read as NPSR antag 18.6%, Luc counter -2.8%, CBFb RUNX1 block 2.6%, IMPase Li cell -4.2%, Epigenetic derep 0.1% and HTT aggregate -9.3%.
Screening COc1ccc(C)cc1S(=O)(=O)N(C)CC(=O)N1CCN(c2ccccc2)CC1 returned NPSR antag -10.9%, Luc counter -1.8%, L3MBTL1 inh -2.6%, CBFb RUNX1 block -3.0%, IMPase Li cell 8.1% and Epigenetic derep 1.0%.
`O=C1CCC(C(=O)Nc2cccc(Oc3ccccc3)c2)=NN1` gave NPSR antag 4.9%, Luc counter 0.5%, L3MBTL1 inh 2.4%, CBFb RUNX1 block -14.4%, IMPase Li cell 2.1%, Epigenetic derep -1.7% and HTT aggregate -2.4%.
Cc1[nH]n(-c2ncc(-c3ccccc3)s2)c(=O)c1C(c1ccc(Br)cc1)C(C#N)C#N (stereo unspecified) was read as NPSR antag -53.6%, Luc counter 0.5%, L3MBTL1 inh -21.2%, CBFb RUNX1 block 1.0%, IMPase Li cell 8.7%, Epigenetic derep inconclusive and HTT aggregate 0.3%.
Cc1nc2c(C(=O)N3CCN(C)CC3)cnn2c(C)c1Cc1ccc(Cl)cc1 was read as NPSR antag -3.6%[46.1 µM], Luc counter 0.5%, CBFb RUNX1 block -4.4%, IMPase Li cell 18.8%[38.3 µM], Epigenetic derep -5.4% and HTT aggregate -4.6%.
Cc1ccc(C)c(-n2c(-c3csc(C)c3C)n[nH]c2=S)c1 was read as NPSR antag -29.1%, Luc counter -0.7%, L3MBTL1 inh -6.0%, CBFb RUNX1 block -15.3%, IMPase Li cell -1.2%, Epigenetic derep 1.0% and HTT aggregate 3.3%.
`O=C(CCS(=O)(=O)c1cc(Br)cc2c1N(C(=O)C1CC1)CC2)N1CCN(c2ccccn2)CC1` gave NPSR antag -15.7%, Luc counter 1.1%, CBFb RUNX1 block 17.9%, IMPase Li cell -20.9%, Epigenetic derep 9.2% and HTT aggregate -6.4%.
Screening C=CCN1c2ccccc2[C@]23C[C@@H](C(=O)OC)N(C(=O)OCC)C2=NC(C(=O)OC)=C(C(=O)OC)[C@H]13 returned Luc counter -1.9%[7.66 µM], CBFb RUNX1 block 9.5%[13.1 µM] and IMPase Li cell 0.6%.
COc1ccc2nc(SCC(=O)NN)cc(C)c2c1 was read as NPSR antag -3.4%[46.1 µM], Luc counter -2.6%, L3MBTL1 inh -10.3%, CBFb RUNX1 block 1.2%, IMPase Li cell -3.5%[38.3 µM], Epigenetic derep -1.9% and HTT aggregate 1.6%.
Screening COC(=O)c1ccccc1NC(=O)c1cncc(Br)c1 returned NPSR antag -8.3%[46.1 µM], Luc counter 0.0%, L3MBTL1 inh 5.8%, CBFb RUNX1 block 10.1%, IMPase Li cell inconclusive, Epigenetic derep -2.0% and HTT aggregate 4.8%.
COc1cc(NC(=O)Cc2cccs2)ccc1-n1cnnn1 was read as NPSR antag inconclusive, Luc counter -3.3%, L3MBTL1 inh -2.3%, CBFb RUNX1 block 3.0%, IMPase Li cell 21.4%[38.3 µM], Epigenetic derep 9.5% and HTT aggregate -4.7%.
For Cc1nn(-c2ccccc2)c(N2CCCC2)c1/C=C1\N=C(c2ccc(F)cc2)OC1=O the results were NPSR antag -55.7%, Luc counter -0.3%, L3MBTL1 inh -7.7%, CBFb RUNX1 block 0.3%, IMPase Li cell -7.6%, Epigenetic derep 5.2% and HTT aggregate -16.0%.
Screening CCOC(=O)N1CCC(NC(=O)Cn2cccc2C(=O)c2ccccc2)CC1 returned NPSR antag 3.7%[46.1 µM], Luc counter -3.6%, L3MBTL1 inh inconclusive, CBFb RUNX1 block -1.7%, IMPase Li cell -1.6%[38.3 µM], Epigenetic derep 0.0% and HTT aggregate 10.5%.
Screening CCCCCn1c(Sc2nc3ccccc3s2)nc2c1c(=O)[nH]c(=O)n2C returned NPSR antag -25.3%[46.1 µM], Luc counter 1.0%, L3MBTL1 inh -3.2%, CBFb RUNX1 block 11.9%, IMPase Li cell 12.6µM*, Epigenetic derep 3.6% and HTT aggregate -3.2%.
Screening CC(C)(C)c1ccc(C(=O)Nc2ccccc2NC(=O)c2ccco2)cc1 returned NPSR antag -26.2%[46.1 µM], Luc counter -1.1%, L3MBTL1 inh -6.9%, CBFb RUNX1 block 5.9%, IMPase Li cell 9.4%, Epigenetic derep -1.2% and HTT aggregate -20.3%.
For COc1ccc(-c2csc3nc(C(C)(C)C)oc(=O)c23)cc1OC the results were NPSR antag 41.3%, Luc counter -3.0%, L3MBTL1 inh 2.3%, CBFb RUNX1 block 5.7%, IMPase Li cell 5.7%, Epigenetic derep -2.0% and HTT aggregate -1.4%[9.22 µM].
`CN(C)/C=C(\C=O)c1ncc(C(F)(F)F)cc1Cl` gave NPSR antag 1.7%, Luc counter 0.0%, L3MBTL1 inh 7.0%, CBFb RUNX1 block -16.9%, IMPase Li cell -5.7%, Epigenetic derep 1.4% and HTT aggregate 11.1%.
Screening Cc1c(/C(O)=C2\C(=O)C(=O)N(CCCN(C)C)C2c2ccccc2)cnn1-c1ccccc1 (stereo unspecified) returned NPSR antag -6.3%[46.1 µM], Luc counter 0.0%, L3MBTL1 inh 8.4%, CBFb RUNX1 block 0.0%, IMPase Li cell 11.7%[38.3 µM], Epigenetic derep -1.0% and HTT aggregate -1.1%.
For O=C(C1CCCN(Cc2ccccc2F)C1)N1CCc2ccccc2C1 (stereo unspecified) the results were NPSR antag 20.0%, L3MBTL1 inh 38.9%[activator], CBFb RUNX1 block -8.8%, Epigenetic derep 1.4% and HTT aggregate -2.4%[9.22 µM].
`Cc1oc(CC(C)C)cc1C(N)=O` gave NPSR antag 29.3%, Luc counter -3.9%, L3MBTL1 inh 69.5%[activator], CBFb RUNX1 block 14.2%, IMPase Li cell 11.8%, Epigenetic derep -1.1% and HTT aggregate 5.1%[9.22 µM].
`CCN(c1nc(N)c(C(=O)N=C(N)N)nc1Cl)C(C)C` gave NPSR antag 13.6%[46.1 µM], Luc counter 2.1%, CBFb RUNX1 block -6.1%, IMPase Li cell 16.2% and Epigenetic derep 1.1%.
Screening CCOC(=O)CCC(=O)NNC(=O)c1ccc(NC(=O)c2ccccc2)cc1 returned NPSR antag -25.9%, L3MBTL1 inh 41.9%[activator], CBFb RUNX1 block 3.5%, IMPase Li cell -2.0%, Epigenetic derep -0.1% and HTT aggregate 9.1%[9.22 µM].
`Cc1nnc2n(-c3ccc(Cl)cc3)c(=O)c3c4c(sc3n12)CN(C)CC4` gave NPSR antag -7.6%[7.67 µM], Luc counter 0.6%, L3MBTL1 inh -6.4%, CBFb RUNX1 block 4.3%, IMPase Li cell -9.9%[38.3 µM], Epigenetic derep 7.0% and HTT aggregate -6.4%.
Cn1c(=O)c2c(-c3cccc(Br)c3)c(C#N)c(N)nc2n(C)c1=O was read as NPSR antag -19.4%, CBFb RUNX1 block 7.3%, Epigenetic derep -0.2% and HTT aggregate 16.4%[9.22 µM].
Screening COC(=O)c1cccc(NC(=S)NCc2ccc(F)cc2)c1 returned NPSR antag -32.5%, Luc counter -2.1%, L3MBTL1 inh -4.8%, CBFb RUNX1 block 10.1%, IMPase Li cell -0.6%, Epigenetic derep 1.1% and HTT aggregate -6.4%.
`O=C(O)c1ccccc1SCc1nc2ccccn2c1Br` gave NPSR antag 0.0%, Luc counter 3.1%, L3MBTL1 inh 6.0%, CBFb RUNX1 block 2.8%, IMPase Li cell 2.1%, Epigenetic derep 5.2% and HTT aggregate 8.6%.
For O=C(NC1CCN(Cc2ccccc2)CC1)C1CCN(S(=O)(=O)c2cccc3nsnc23)CC1 the results were NPSR antag 13.7%[46.1 µM], Luc counter -8.1%, L3MBTL1 inh -3.8%, CBFb RUNX1 block 3.4%, IMPase Li cell 15.0%, Epigenetic derep 0.8% and HTT aggregate -14.1%.
Cc1ccc(-c2nc3cc(N)ccc3o2)cc1 was read as NPSR antag 3.4%[46.1 µM], Luc counter -10.3%, L3MBTL1 inh inconclusive, CBFb RUNX1 block 4.0%, IMPase Li cell -17.3%, Epigenetic derep -4.7% and HTT aggregate -2.4%.
COc1ccc(-n2nc3ccccc3n2)cc1 was read as NPSR antag -10.2%[46.1 µM], Luc counter -1.6%, L3MBTL1 inh 6.5%, CBFb RUNX1 block 2.3%, IMPase Li cell -6.3%[38.3 µM], Epigenetic derep 2.5% and HTT aggregate inconclusive.
For COC(=O)Cn1cc([N+](=O)[O-])nc1C the results were NPSR antag 23.3%, Luc counter 2.6%, CBFb RUNX1 block -0.8%, IMPase Li cell -4.9%, Epigenetic derep -3.5% and HTT aggregate -3.6%.
For CCCn1c(-c2ccc(F)cc2)nc2c(N3CCN(CCn4ccnc4)CC3)nc(C)nc21 the results were Luc counter 2.4%, CBFb RUNX1 block 2.3%, IMPase Li cell -7.0% and Epigenetic derep 1.1%.
`O=C(CSc1nnc2ccc(-c3ccncc3)nn12)N1CCCCC1` gave NPSR antag 4.7%, Luc counter -1.3%, L3MBTL1 inh 17.7%, CBFb RUNX1 block 0.3%, IMPase Li cell -1.1%, Epigenetic derep 1.3% and HTT aggregate 14.0%.
`CN(c1cccc(NC(=O)c2ccc(C(C)(C)C)cc2)c1)S(C)(=O)=O` gave NPSR antag 16.4%, Luc counter -0.4%, L3MBTL1 inh 10.9%, CBFb RUNX1 block 24.4%, IMPase Li cell 20.1%, Epigenetic derep -0.6% and HTT aggregate 11.2µM*.

Arranged by molecular weight (ascending): some entries from above
For COC(=O)Cn1cc([N+](=O)[O-])nc1C the results were NPSR antag 23.3%, Luc counter 2.6%, CBFb RUNX1 block -0.8%, IMPase Li cell -4.9%, Epigenetic derep -3.5% and HTT aggregate -3.6%.
Screening COC(=O)c1cccc(NC(=S)NCc2ccc(F)cc2)c1 returned NPSR antag -32.5%, Luc counter -2.1%, L3MBTL1 inh -4.8%, CBFb RUNX1 block 10.1%, IMPase Li cell -0.6%, Epigenetic derep 1.1% and HTT aggregate -6.4%.
For O=C(NC1CCN(Cc2ccccc2)CC1)C1CCN(S(=O)(=O)c2cccc3nsnc23)CC1 the results were NPSR antag 13.7%[46.1 µM], Luc counter -8.1%, L3MBTL1 inh -3.8%, CBFb RUNX1 block 3.4%, IMPase Li cell 15.0%, Epigenetic derep 0.8% and HTT aggregate -14.1%.

Screening data: PubChem BioAssay, National Center for Advancing Translational Sciences (NCATS)
